Assay outcomes from PubChem BioAssay.
PLC-gamma1 inh = PLC-gamma1 enzyme inhibitors, primary screen, biochemical, fluorescence, purified enzyme; 370,000 tested, 0.84% active; inhibition, % at 12.2 µM; fluorogenic substrate; in the data active means inhibition above about 9.5%
TDP2 absorb = human TDP2 enzyme inhibitors, primary screen, biochemical, epi absorbance, recombinant enzyme; Tyrosyl-DNA phosphodiesterase 2 (Homo sapiens), O95551; T5PNP hydrolysis, p-nitrophenol absorbance 415 nm; inhibition, % at 12.8 µM; 370,000 tested, 0.34% active; AID 720702, 2013;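 active means inhibition above the mean of all tested compounds plus 3 SD, set per campaign, cut at about 25% in these data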;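 further: 0% = DMSO with enzyme and 100% = buffer with substrate but no TDP2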
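Evaluation: % inhibition relative to enzyme-containing and enzyme-free wells. Material: recombinant human TDP2. Benchmarks: enzyme-free and DMSO wells. Timing: enzyme reaction with compound for 2 h at 37 °C. Compound dosing: 12.8 µM only. Measured by: p-Nitrophenol epi absorbance. Reagent: T5PNP substrate at 5 mM, a TopII-DNA adduct mimic. Replication: single well per compound.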
ASAP1 GAP inh = inhibitors of human ASAP1 ArfGAP activity, primary screen, biochemical, fluorescence polarization | 360,000 tested, 0.19% active | inhibition, % at 16.5 µM | Arf-GAP with SH3 domain, ANK repeat and PH domain-containing protein 1 (Homo sapiens), … | ASAP1-stimulated ARF1 GTP hydrolysis, GDP FP detection; in the data active means inhibition above about 25%;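 further: 0% = vehicle with enzyme and substrate and 100% = no enzyme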
Target sequence (Q9ULH1 325-724 limits assumed): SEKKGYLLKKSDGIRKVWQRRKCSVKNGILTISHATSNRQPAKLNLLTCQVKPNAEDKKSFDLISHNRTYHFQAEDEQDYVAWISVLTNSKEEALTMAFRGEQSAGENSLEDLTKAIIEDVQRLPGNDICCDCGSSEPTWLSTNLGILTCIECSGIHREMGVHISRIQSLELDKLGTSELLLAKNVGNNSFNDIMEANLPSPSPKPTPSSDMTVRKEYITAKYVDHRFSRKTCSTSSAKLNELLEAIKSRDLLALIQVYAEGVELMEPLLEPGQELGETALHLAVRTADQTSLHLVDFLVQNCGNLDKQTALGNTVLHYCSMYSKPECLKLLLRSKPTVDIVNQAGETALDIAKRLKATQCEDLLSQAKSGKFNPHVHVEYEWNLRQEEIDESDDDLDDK
ADAM17 inh = ADAM17 inhibitors, primary screen, biochemical, QFRET; Disintegrin and metalloproteinase domain-containing protein 17 (Homo sapiens), P78536; recombinant ADAM17, EDANS/DABCYL FRET peptide cleavage; inhibition, % at 6.95 µM; 370,000 tested, 0.83% active; AID 720648, 2013;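 active means inhibition above the mean of compounds lying between control limits plus 3 SD, set per campaign, cut at about 8.5% in these data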;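 further: 0% = DMSO-only wells as the low control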
Target sequence (P78536 215-824 limits assumed): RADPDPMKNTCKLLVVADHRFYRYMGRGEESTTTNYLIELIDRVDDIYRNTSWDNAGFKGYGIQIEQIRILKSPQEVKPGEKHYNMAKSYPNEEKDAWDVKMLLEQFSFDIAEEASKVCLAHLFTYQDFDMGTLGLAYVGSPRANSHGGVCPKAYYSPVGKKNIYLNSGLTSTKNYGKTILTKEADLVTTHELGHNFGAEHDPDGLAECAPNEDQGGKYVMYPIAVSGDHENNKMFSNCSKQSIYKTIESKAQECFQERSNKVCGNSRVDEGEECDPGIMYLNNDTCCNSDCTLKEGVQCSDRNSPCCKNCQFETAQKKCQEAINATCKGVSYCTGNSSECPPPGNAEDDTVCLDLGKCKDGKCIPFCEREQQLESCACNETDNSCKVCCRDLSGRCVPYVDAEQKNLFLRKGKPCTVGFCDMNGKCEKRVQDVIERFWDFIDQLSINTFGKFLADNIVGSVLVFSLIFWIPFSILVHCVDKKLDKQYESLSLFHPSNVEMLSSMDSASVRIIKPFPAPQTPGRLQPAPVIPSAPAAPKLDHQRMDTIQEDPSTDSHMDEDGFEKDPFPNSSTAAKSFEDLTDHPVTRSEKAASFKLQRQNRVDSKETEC
Tn7 DDE FP = inhibitors of Tn7 peptide binding to fibrin DD(E), primary screen, biochemical, fluorescence polarization, human fibrin, Tn7 probe | FP displacement of FITC-Tn7 peptide from fibrin DD(E); 0% = median of compound wells per plate | inhibition, % at 8.3 µM | AID 720508, 2013 | 370,000 tested, 0.13% active | Fibrinogen beta chain (Homo sapiens), P02675;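 active means inhibition above the mean of compounds falling within the control limits plus 3 SD of them, cut at about 14% in these data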;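 further: 0% = plate median of compound wells and 100% = 10 µM Aha-Tn7 peptide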
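system = human fibrin DD(E) protein | quantity = DD(E) 2 µM final | medium = Tris/NaCl/CaCl2 buffer, pH 7.8 | also added = labelled Tn7 tracer, 0.1 µM | compound dosing = single point at 8.3 µM | timing = compound with protein 10 min, then 3 h after probe, room temperature | signal = FP measurement | benchmarks = Aha-Tn7 high control | repeats = one replicate per compound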
ADAM10 inh = human ADAM10 inhibitors, primary screen, biochemical, QFRET, HTS; Disintegrin and metalloproteinase domain-containing protein 10 (Homo sapiens), O14672; recombinant ADAM10, EDANS/DABCYL FRET peptide cleavage, 3 h; inhibition, % at 7 µM; 370,000 tested, 0.62% active; AID 720582, 2013;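 active means inhibition above a per-campaign cutoff equal to the mean of compounds falling between control-based bounds plus 3 SD, cut at about 20% in these data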;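 further: 0% = DMSO wells while the 100% control is not disclosed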
PLCb3 inh = human PLC-beta3 inhibitors, primary screen, biochemical, fluorescence. 1-phosphatidylinositol 4,5-bisphosphate phosphodiesterase beta-3 (Homo sapiens), Q01970. Purified PLC-beta3, fluorogenic substrate. inhibition, % at 12.2 µM. 370,000 tested, 0.18% active. AID 720704, 2013; in the data active means inhibition above about 11%;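 further: 0% = median of compound wells on plate and 100% = full blocker control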
SIAE primary = human SIAE inhibitors, primary screen, biochemical, fluorescence polarization, FP-Rh probe, 1536-well HTS | 370,000 tested, 0.69% active | SIAE FP-Rh probe binding | inhibition, % at 9.66 µM;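 active means inhibition above a cutoff: mean of compounds within the control limits plus 3 SD of those, cut at about 17% in these data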;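 further: 0% = plate median of compound wells and 100% = probe without SIAE protein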
ARFGAP1 inh = inhibitors of rat ARFGAP1 GAP activity, primary screen, biochemical, fluorescence polarization, GDP tracer | ADP-ribosylation factor GTPase-activating protein 1 (Rattus norvegicus), Q62848 | Arfgap1-stimulated ARF1 GTP hydrolysis, GDP FP detection | inhibition, % at 16.5 µM | 360,000 tested, 0.26% active | AID 651572, 2012;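 active means inhibition above a per-plate limit, mean inhibition of low control wells plus 3 SD, cut at about 25% in these data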;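 further: 0% = DMSO wells with enzyme and 100% = wells lacking Arfgap1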
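Material: rat Arfgap1 catalytic domain, aa 1-136; also added: human ARF1(Δ1-17)-GTP substrate; compound dosing: one concentration, 16.5 µM, DMSO 1.26%; incubation: GTP hydrolysis reaction 2 h at 25 °C; measured by: Tracer-displacement fluorescence polarization with EDTA stop, 620/688 nm; evaluation: % inhibition from polarization; repeats: one replicate per compound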
DDE Tn6 FP inh = inhibitors of Tn6 peptide binding to fibrin DD(E), primary screen, biochemical, fluorescence polarization, human fibrin, Tn6 probe; inhibition, % at 8.3 µM; Fibrin DD(E) TRITC-Tn6 fluorescence polarization displacement; 370,000 tested, 0.21% active;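 active means inhibition above a per-campaign cutoff: mean of compounds within control limits plus 3 SD, cut at about 15% in these data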;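 further: 0% = median of all compound wells on the plate and 100% = blocking peptide control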
* marks the source's active call; other numbers are inactive results; i = inactive; / = no result given.

molecule,ADAM10 inh,DDE Tn6 FP inh,ARFGAP1 inh,ADAM17 inh,PLCb3 inh,ASAP1 GAP inh,SIAE primary,TDP2 absorb,PLC-gamma1 inh,Tn7 DDE FP
Cc1nc2c3ccccc3nc(NNC(=O)CCC(=O)N3CCC(C)CC3)n2n1,2,4,8,0,-72,3,23*,29*,3,7
O=c1cc(Nc2ccc3c(c2)OCCO3)[nH]c(=O)n1Cc1ccc(F)cc1,-4,1,27*,-6,-5,-4,9,9,-16,-2
COc1ccc(O)c(C=Nc2cc(NC(C)=O)c(Cl)cc2Cl)c1,6,6,-1,-5,6,3,18*,-21,6,-4
O=C(NCC1CCCO1)c1ccccc1-c1nc(-c2ccccc2F)no1 (stereo not given),0,-1,-2,-1,-1,-8,2,8,-1,-4
Cc1nonc1NC(=O)CSc1nc2ccc(Cl)cc2[nH]1,3,1,-7,-7,-14,16,-4,2,-1,3
COc1ccc(N2C(=O)C3[C@@H](C2=O)C2(Cl)C(Cl)=C(Cl)C3(Cl)C2(OC)OC)cc1 (stereo not given in full),4,-5,-3,1,3,7,2,0,-1,4
CCOc1cccc2c1OC1(CCCCC1)N1N=C(c3cccnc3)CC21 (stereo not given),-19,-5,7,-4,-21,-3,-1,-3,-23,6
Cc1ccc(C(=O)Nc2ccc3nccnc3c2)cc1,i,-2,1,-241,-393,14,3,1,-346,3
CCCN(CC(=O)Nc1ccccc1C)C(=O)CSc1ccccc1C,-4,5,-16,2,-7,-18,7,3,-1,4
COc1ccc(CN2C(=O)c3ccccc3C2=O)cc1C(=O)OCC(=O)NC1CCCCC1,-5,3,2,2,0,-9,-3,-1,0,5
COc1ccc(NC(=O)Cn2nc(C(=O)O)c3ccccc3c2=O)cc1Cl,7,6,4,3,5,12,-15,-13,5,4
O=C(NCc1ccccc1CN1CCCCC1)c1ccc(Cl)cc1N1CCCC1=O,-6,1,4,0,-3,-8,-7,-5,0,-4
CCOc1ccc(/C=N/NC(=O)c2[nH]c3ccc(C)cc3c2C)cc1,1,-20,-7,1,-29,-2,11,-4,-19,6
CC(C)OC(=O)NCCOC(=O)Nc1ccc(Cl)cc1,-5,0,-3,-1,-11,0,-6,5,0,-1
COc1ccc(-c2csc(NC(=O)CSc3nc4ccccc4c(=O)[nH]3)n2)cc1,-11,4,-5,-4,-16,-12,-32,-1,-9,6
Cn1c(-c2ccc3ccccc3n2)nc2cnccc21,-19,5,12,-10,-126,-1,-6,-4,-93,-10
COc1nc(-c2ccccc2)ncc1S(=O)(=O)c1ccccc1,-2,-1,1,-1,-6,3,-4,15,0,6
Cc1nc(C(N)=O)c(N)n1CCc1ccccc1,2,-2,10,-8,-6,-9,-6,-8,-3,0
CCCCCC(=O)Nc1ccc(N2CCN(C(=O)CCC)CC2)cc1,5,2,8,2,8,12,-2,-4,3,-2
CSc1ncc(CN2CCN(CC=C(C)C)C(CCO)C2)cn1 (stereo not given),1,-1,9,-1,-1,-2,5,-2,0,-1
O=C(NCC1CC1)c1ccc(-n2ccnc2)c2ccoc12,-8,8,11,2,3,-5,1,-21,5,0
CN=C(NC#N)SCC(=O)c1ccc(Cl)cc1Cl,-1,-4,-2,-1,-11,-2,4,1,-9,-11
COc1cccc(NC(=O)COC(=O)COc2ccccc2[N+](=O)[O-])c1,4,3,2,0,-4,-4,10,-1,-2,-3
CN(C(=O)COC(=O)c1ccccc1OCc1ccc(Cl)cc1)c1c(N)n(Cc2ccccc2)c(=O)[nH]c1=O,-8,13,-5,-4,-9,-9,-21,7,-2,4
C[C@]12c3[nH]c4ccccc4c3CCN1C(=O)C(CC(=O)NCCN1CCOCC1)C[C@@H]2C(=O)N1CCOCC1 (stereo not given in full),-20,1,22,0,-6,7,2,0,-4,8
COCc1cc(C)nc2sc(C(=O)Nc3ccccc3C)c(N)c12,-18,-5,4,-7,i,-9,-5,2,-481,-2
COc1ccc(-n2c(SCC(=O)Nc3cc(C)c(NC(=O)c4ccccc4)cc3OC)nnc2-c2cccnc2)cc1,0,0,/,-1,5,/,1,1,-1,6
CC1(C)NC(=O)N(CC(O)COc2ccccc2[N+](=O)[O-])C1=O (stereo not given),-1,0,13,0,5,-4,-3,-9,3,-9
Cn1ccc(=Nc2ccc(NC(=O)c3ccc(N=c4ccn(C)c5ccc([N+](=O)[O-])cc45)cc3)cc2)cc1,-3,-6,-7,5,-1,5,0,9,3,-1
COc1ccc(C(=O)Nc2sc3c(c2C(=O)O)CC(C)(C)OC3)cc1,1,-7,-3,1,-10,-11,-2,-2,-10,3
CCN(c1ccc2c(c1)OCO2)S(=O)(=O)c1cc(Br)cc2c1N(C(=O)C1CC1)CC2,14,1,2,4,-4,0,-6,-8,-1,-4
COc1ccccc1CN1C(=O)C(C)ON=C1c1ccccc1F (stereo not given),-6,-6,-7,-4,2,0,-6,-4,1,9
O=C(c1ccco1)N1CCCC(c2nc3c(nnn3Cc3cccc(Cl)c3)c(=O)[nH]2)C1 (stereo not given),-5,-5,5,0,-8,-12,-2,12,0,4
CC(C)c1ccc(C(=O)NN2CCOCC2)cc1,4,2,-7,0,-2,7,-6,12,2,1
CCOC(=O)N/N=C/c1c(C)c(C(=O)c2ccc(F)cc2)n2ccccc12,0,-5,-3,-3,-25,4,-8,-17,-14,6
CCOC(=O)c1c(NC(=S)NC(=O)c2ccc(Cn3cc(Cl)cn3)o2)sc2c1CCC(C)C2 (stereo not given),2,4,-8,1,1,-1,-9,8,3,5
NC(=S)NN=C1c2ccccc2-c2c(F)c(F)c(F)c(F)c21,-2,4,3,-2,-10,-2,8,3,-2,-9
CCC(C)NC(=O)c1cnn2c1NC(c1cccs1)CC2C(F)(F)F (stereo not given),-9,0,-5,-7,-3,-15,9,-2,0,-2
Cc1cc2occ(CC(=O)N(C)CC(=O)Nc3ccc(F)cc3)c2cc1C,1,9,-12,4,-7,3,1,-3,1,3
OC[C@@H]1CN(CCN2CCOCC2)C[C@H](n2cnc3c(Nc4ccccc4)ncnc32)O1,-3,4,5,-1,1,-3,2,-4,1,2
Cc1ccnc(N(C(=O)Nc2ccccc2)C2=NCC(C)(C)S2)c1,-6,2,1,0,-6,4,9,2,1,-4
CCN(CCn1cccn1)C(=O)c1cc(COc2cc(C)ccc2C)on1,-1,-1,1,-4,-9,2,-7,-4,-3,-3
CC(C)CNC(=O)C(=O)NCCCN1CCOCC1,-1,-2,-9,0,-4,1,-1,-6,4,2
O=C(OCc1ccccc1)[C@H](Cc1ccccc1)NC(=O)[C@@H]1CC=C[C@@H]2CCN(Cc3ccc(Cl)cc3)C(=O)[C@@H]21,14,-9,/,1,-1,/,-3,4,0,4
O=C(N/N=C/c1ccc(Cl)cc1)c1n[nH]c2c1CCCC2,2,-3,9,-5,-4,12,-5,-23,2,2
O=C(NCC1CCCO1)c1ccc(Cl)c(S(=O)(=O)Nc2ccccc2)c1 (stereo not given),2,-2,-3,-1,-4,-14,-4,7,1,6
CCOc1ccc2ccccc2c1/C=N/NC(=O)c1cc(C)[nH]n1,-2,-1,10,1,-10,12,-6,17,0,-1
Cc1nc(N2CCN(S(=O)(=O)c3ccc(F)cc3)CC2)c2c(C)c(C)sc2n1,1,2,8,-1,1,6,1,-1,2,-1
O=C(OCc1cc2ccccc2[nH]c1=O)c1ccco1,-8,3,8,-5,-2,8,-1,3,3,6
CCCCOc1ncnc2c1[nH]c1ccc(OCC)cc12,-46,2,3,-12,-39,-9,4,3,-28,9

Next entries:
molecule,ADAM10 inh,DDE Tn6 FP inh,ARFGAP1 inh,ADAM17 inh,PLCb3 inh,ASAP1 GAP inh,SIAE primary,TDP2 absorb,PLC-gamma1 inh,Tn7 DDE FP
Cn1c(NCc2ccco2)nc2c1c(=O)n(Cc1ccc(Cl)cc1Cl)c(=O)n2C,-7,7,8,-5,-3,1,-5,-3,-3,2
CCCCn1c(N)c(N(CC)C(=O)C2CCN(C(=O)c3ccccc3C)CC2)c(=O)[nH]c1=O,-8,5,-24,3,-6,-14,5,-9,-2,3
Cc1cccc(OCc2n[nH]c(=S)n2C2CCCCC2)c1,21*,-7,2,6,1,9,1,-16,4,-3
O=C1CC(Cc2ccccc2)C(=O)N1CCCn1ccnc1 (stereo not given),2,-2,12,0,-1,7,-6,4,0,2
O=C(Nc1c(Cl)cccc1Cl)c1cc(-c2ccco2)on1,-12,0,-5,-6,-5,-1,7,-5,1,-5
Cc1cc2ccccc2n1CCNC(=O)COc1ccccc1,-19,13,5,-4,-38,3,-1,-4,-31,-6
Cc1cccc(NC(=O)CCN2CCN(C/C=C/c3ccccc3)CC2)c1,-8,1,12,-3,-1,3,-4,2,2,-3
CN(C(=S)Nc1cccnc1)c1ccc(O)cc1,-3,-2,1,-4,-10,-9,12,30*,-6,0
Cc1sc2nc(SCC(=O)NCCOCCO)nc(N)c2c1C,-6,-11,7,-1,1,10,0,-3,0,0
Cc1ccc([C@H]2N[C@]3(CCCN(Cc4ccccc4)C3=O)[C@H]3C(=O)N(Cc4ccccc4)C(=O)[C@@H]23)cc1,1,1,5,1,1,6,-1,6,3,5
CCCOc1ccc(NC(=O)C2CC(=O)N3CCCN=C3S2)cc1 (stereo not given),4,9,5,2,-1,-7,0,1,2,-5
